Screening results: PubChem, NCI
All columns: NCI-60 one-dose screen, growth in % after 48 h at 10 µM unless noted; 100 = growth as untreated, 0 = no growth, -100 = all killed.
HCC-2998: HCC-2998 colon cancer; 4.7% of 79,000 active
PC-3: PC-3 prostate cancer cells. 3.9% of 80,000 active
SF-295: SF-295 CNS cancer cells; AID 1794758; 5.6% of 79,000 active
SF-539: SF-539 CNS cancer | 6.8% of 81,000 active | AID 1794752
U251: U251 CNS tumor cells; AID 1794753; 5.4% of 80,000 active
SNB-19: SNB-19 CNS cancer cells; 2.5% of 81,000 active; AID 1794751
SNB-75: SNB-75 CNS cancer; AID 1794750; 5% of 79,000 active
SF-268: SF-268 CNS cancer cells | 3.1% of 82,000 active | AID 1794759
Starred values were filed as active, the others as inactive; . = not tested or not shown; & = joins results of further samples; [ ] = another dose, or the depositor's remark. Rule for the calls: active = growth percent below 10; inactive = the rest.

Sample of the layout:
smiles,HCC-2998,PC-3,SF-295,SF-539,U251,SNB-19,SNB-75,SF-268
COc1ccc2cc(C(=O)/C=C/c3c(C)n(C)n(-c4ccccc4)c3=O)ccc2c1,97,92,96,100,95,99,91,94
Cc1nnc(SCC(=O)Nc2ccc(-c3ccccc3)cc2)s1,104,89,124,90,108,93,99,108
COc1cc(-c2c[nH]cc2-c2ccccc2)cc(OC)c1OC,105,85,99,87,88,94,49,96

All compounds of this part, from the first entry:
smiles,HCC-2998,PC-3,SF-295,SF-539,U251,SNB-19,SNB-75,SF-268
COc1ccc2cc(C(=O)/C=C/c3c(C)n(C)n(-c4ccccc4)c3=O)ccc2c1,97,92,96,100,95,99,91,94
Cc1nnc(SCC(=O)Nc2ccc(-c3ccccc3)cc2)s1,104,89,124,90,108,93,99,108
COc1cc(-c2c[nH]cc2-c2ccccc2)cc(OC)c1OC,105,85,99,87,88,94,49,96
O=c1[nH]c(CNc2ccc(NC(=S)Nc3ccc(Cl)cc3)cc2)nc2sc3c(c12)CCCC3,97,70,90,97,93,96,91,89
Nc1ccc2c(O)c(N=Nc3ccccc3)c(S(=O)(=O)O)cc2c1,99,89,92,101,105,99,54,96
CCCCCCCCCCCCCCCCCC1=NC(C)(C)CN1CC(C)O (stereo not drawn),75,53,96,20,74,85,98,15
C/C(=N\Nc1ccc([N+](=O)[O-])cc1[N+](=O)[O-])c1ccc(Cc2ccccc2)cc1,100,90,98,100,99,102,91,96
O=[N+]([O-])c1ccc(N2CCCCC2)cc1,104,98,96,103,92,92,107,103
N#CCCN=Nc1c(O)[nH]c2ccc(Cl)cc12,108,97,102,96,.,93,58,96
CO[C@H](C(=O)[C@@H](O)[C@@H](C)O)[C@@H]1Cc2cc3cc(OC4CC(OC5CC(O)C(O)C(C)O5)C(O)C(C)O4)c(C)c(O)c3c(O)c2C(=O)[C@H]1OC1CC(OC2CC(OC3CC(C)(O)C(O)C(C)O3)C(O)C(C)O2)C(O)C(C)O1 (stereo partly drawn),.,10,19,-20*,9.4*,13,-57*,12
Cc1ccc(/C=C/C(=O)c2ccc(-c3cc4ccccc4oc3=O)nc2C)cc1,110,101,104,98,106,101,94,104
CCCCCCCCCCCCCCCC[N+]1(CC)CCCC1,-59*,-78*,-70*,-28*,.,-54*,-37*,-57*
OCCNC(Cc1ccccc1)c1ccccc1OCCO (stereo not drawn),102,78,98,96,92,106,97,99
COc1ccc(-c2c(O)c(=O)[nH]c3ccc(OC)cc23)cc1,99,88,105,101,100,102,92,94
CCC(=O)c1c(O)cc(O)cc1O,98,98,110,.,105,108,104,109
C/C(=C(/C)C1CC1CCNS(=O)(=O)c1ccc(C)cc1)c1ccccc1 (stereo not drawn),115,85,98,102,101,100,92,94
CC[C@@]1(C(N)=O)CC2C=CC1C2 (stereo partly drawn),108,93,110,111,113,107,92,119
NNc1ccccc1[N+](=O)[O-],103,89,98,102,92,96,72,89
CC(=O)c1c(C)[nH]c2c1c(-c1cccc3c1OCO3)nc1ccccc12,109,83,83,96,107,100,76,93
Cc1[nH]c2ccccc2c1/C=N/Nc1ncnc2sc3c(c12)CCN(CC(=O)OC(C)(C)C)C3,100,69,89,63,78,93,63,94
OCC1OCC(O)C(O)C1O (stereo not drawn),.,95,111,111,107,100,81,97
CCC(N)(C(=O)O)C1CCCC1 (stereo not drawn),113,81,97,98,90,101,84,109
CCCCCCCCC(=O)N1CCCCC1,103,85,.,100,96,108,93,92
O=C(COc1cccc2cccnc12)Nc1ccc(C(=O)/C=C/c2ccccc2)cc1,100,105,97,103,91,91,103,103
CC(C)CCC1=C(O)c2ccccc2C(=O)C1=O,102,94,99,99,97,102,94,105

Other results
smiles,HCC-2998,PC-3,SF-295,SF-539,U251,SNB-19,SNB-75,SF-268
CC(=O)OCC1C(C)CCC(C)C1COC(C)=O (stereo not drawn),111,91,94,98,98,98,96,103
N#Cc1c(N)nnn1Cc1cc(=O)oc2ccc3ccccc3c12,101,91,93,92,89,90,89,92
COC(C)CCOC(=O)c1ccccc1 (stereo not drawn),99,102,95,93,103,103,91,104
COc1ccc(-c2nc(N/N=C/c3ccccc3F)nc(N3CCOCC3)c2C#N)cc1,109,92,88,92,98,98,76,105
O=c1nc(N2CCCC2)oc2cc3ccccc3cc12,105[100 µM],90[100 µM],95[100 µM],85[100 µM],95[100 µM],82[100 µM],77[100 µM],98[100 µM]
COc1cc(/C=C2/SC(=O)NC2=O)cc(OC)c1OC,85,85,90,94,87,103,85,87
O=C(c1ccccc1)C(Cl)c1ccccc1 (stereo not drawn),102,96,101,99,89,99,78,97
O=c1cc(C2CCCCC2)[nH]c(=O)[nH]1,121,100,97,.,117,93,92,105
CC(=O)NC(Cc1ccccc1)C(=O)Oc1ccc2ccccc2c1 (stereo not drawn),97&105,91&85,113,90&92,102&98,113&113,78&84,100&100
CC/C(=C(\c1ccc(O)cc1)c1ccc(OCCNC)cc1)c1ccccc1,57,83,96,85,57,99,63,80
CCCCNC(=O)Oc1ccc(/C(=C(/C)Cc2ccc(OC)cc2)c2ccc(OCCN3CCCCC3)cc2)cc1,76,59,87,80,55,77,65,81
Nc1nc(-c2ccccc2)cc(-c2cnn(-c3ccccc3)n2)n1,104,98,98,103,.,92,88,101
CC(=O)Nc1cccc(Nc2nccc(N[C@@H](C)c3ccccc3)n2)c1,27,31,-8.1*,9.1*,24,26,7.9*,28
O=c1cc(CP(=O)(O)O)c2cc(O)ccc2o1,101,97,109,100,105,103,76,99
CCC(=O)c1cc2c(cc1CC)C(C)(C)CCC2(C)C,101,96,94,95,105,117,68,101
C=C1CCC2C3(C)COC(c4c(F)cccc4F)OC3CCC2(C)C1CC(O)C1=CCOC1=O (stereo not drawn),52,41,79,57,69,86,45,98
C=CCN1C(=O)[C@]2(SC1=S)[C@H](c1cccc(Cl)c1)CN(C)[C@]21C(=O)NC2C=CC(Cl)=C[C@H]21 (stereo partly drawn),78,7.5*,32,81,68,60,44,53
CC1CN1C(=O)c1ccc(C(=O)N2CC2C)c2ccccc12 (stereo not drawn),106,97,101,93,94,99,88,102
CC(=O)C=P(c1ccccc1)(c1ccccc1)c1ccccc1,110,86,98,.,86,97,108,92
COc1cc(-n2cc(-c3ccc(S(C)(=O)=O)cc3)[nH]c2=O)cc(OC)c1OC,100,76,114,109,93,102,94,111
COc1c(B(O)O)cccc1-c1nc2ccc3[nH]ncc3c2c2c1CCC2,89,60,87,55,66,82,33,66
C/C(=N\NC(=S)Nc1ccccc1)c1sc(Nc2cccc(Cl)c2)nc1C,113,50,86,104,88,99,70,102
CC(=O)C1CCC2C3CC4OCC5(CCC(O)CC45Br)C3CCC12C (stereo not drawn),106,89,107,97,92,111,100,105
COc1cc(-c2nc(SCCC(C)C)nc(N3CCN(C)CC3)c2C#N)cc(OC)c1OC,95,54,80,81,81,92,102,76
O=C(O)c1cccc(Oc2ccc(C(=O)O)c([N+](=O)[O-])c2)c1,95,82,90,99,97,99,82,93

In the list so far, two contain a COOH group:
smiles,HCC-2998,PC-3,SF-295,SF-539,U251,SNB-19,SNB-75,SF-268
CCC(N)(C(=O)O)C1CCCC1 (stereo not drawn),113,81,97,98,90,101,84,109
O=C(O)c1cccc(Oc2ccc(C(=O)O)c([N+](=O)[O-])c2)c1,95,82,90,99,97,99,82,93

Next part.
smiles,HCC-2998,PC-3,SF-295,SF-539,U251,SNB-19,SNB-75,SF-268
CCOc1ccc(N2C(=O)N(c3ccc(OC)cc3)C(=O)C2=S)cc1,99,79,96,105,96,97,101,86
O=C(CN1CCOCC1)Nc1ccc(-n2cc(-c3ccncc3)c(-c3ccc(Cl)c(O)c3)n2)cc1,102,101,97,92,109,114,84,112
O=C1C(Cl)C(c2ccccc2Br)N1n1cnnc1 (stereo not drawn),102,89,104,101,97,97,73,94
CCOC(=O)/C=C/c1c(OC)cc(OC)cc1OC,100,103,93,107,96,99,106,102
CCOC(=O)C1=C(CSc2nnc(-c3ccccc3)o2)N(C)C(=O)NC1c1ccccc1 (stereo not drawn),116,80,87,102,94,104,100,89
CS(=O)(=O)c1cc(C(=O)O)cc(NCc2ccccc2)c1Oc1ccccc1,102,104,107,97,101,108,80,105
COc1ccc(C(=O)OC2C(OC)OCC(O)C2O)cc1 (stereo not drawn),107,109,105,104,96,99,89,113
Cc1[nH]c2ccccc2c1C(C[N+](=O)[O-])c1ccco1 (stereo not drawn),106,95,97,96,94,89,51,91
Nc1ccc2cc(Br)c3ccccc3c2c1,48,65,21,48,66,56,50,69
CC(O)CN1CCN(CC(C)O)C(C)C1 (stereo not drawn),103,100,.,113,99,115,111,122
CCCCC1(CO)NC(=O)NC1=O (stereo not drawn),103,108,97,99,97,115,96,98
NC(=O)c1cnc2ccc(C(=O)/C=C/c3ccc(Cl)cc3)cc2c1Nc1ccc(Cl)cc1,92,98,107,94,.,102,80,98
CC1(C)C=Cc2c(ccc3c2N(O)C(=O)[C@]32C[C@@]34NC(=O)[C@]5(CCCN5C3=O)C[C@@H]4C2(C)C)O1,94,93,101,95,98,104,81,103
O=C1/C(=C\c2c[nH]c3ccccc23)c2ccccc2N1c1c(Cl)cccc1Cl,-92*,2.7*,-48*,-60*,-34*,37,39,24
O=C1/C(=C\c2cccn2CCCCn2c3ccccc3c(=O)c3ccccc32)c2ccccc2N1c1c(Cl)cccc1Cl,47,79,99,99,96,98,92,94
CCn1c2c(c(=N)c3c1CCC3)CCCC2,95,90,.,100,95,103,82,98
S=C=NCC1CC2(Cl)CC1(Cl)C(Cl)=C2Cl (stereo not drawn),104,89,102,99,83,94,97,97
COc1ccc(-c2c3c(C)nn(-c4ccccc4)c3nc3nc(C)[nH]c(=O)c23)cc1,101,79,97,97,.,83,87,81
COc1cc(/C=C2\Oc3cc(OCCN4CCCC4)ccc3C2=O)cc(OC)c1OC,101,98,101,95,103,95,81,99
CCCCCCCCCCn1cc[n+](C)c1,31,6.6*,10.0*,30,22,46,-11*,59
COc1cc(/C=N/NC(=S)NNC(=S)Nc2ccccc2)cc(OC)c1OC,112,94,99,97,90,101,98,100
NS(=O)(=O)c1ccc(Nc2nc(N/N=C/c3cn(-c4ccccc4)nc3-c3ccc(Br)cc3)nc(Nc3ccccc3)n2)cc1,93,55,86,82,86,86,86,82
O=C(CS(=O)(=O)c1ccc(F)cc1)Nc1ccccc1C(=O)O,106,99,100,106,102,105,105,101
CN(C)CCCN(c1nc(C(Cl)(Cl)Cl)ns1)c1nc(C(Cl)(Cl)Cl)ns1,-13*,22,.,73,27,64,.,34
CC(=O)c1cc(C)ccc1C,115,97,91,97,115,104,74,103

Given with values under each structure: part of the list above.
Fields – HCC-2998, PC-3, SF-295, SF-539, U251, SNB-19, SNB-75, SF-268
- CC1CN1C(=O)c1ccc(C(=O)N2CC2C)c2ccccc12 (stereo not drawn)
→ 106, 97, 101, 93, 94, 99, 88, 102
- CC(=O)C=P(c1ccccc1)(c1ccccc1)c1ccccc1
→ 110, 86, 98, ., 86, 97, 108, 92

Continued.
smiles,HCC-2998,PC-3,SF-295,SF-539,U251,SNB-19,SNB-75,SF-268
O=c1nc2c(-c3nc(-c4ccccc4Cl)no3)n[nH]n2c2sc3c(c12)CCCC3,105,92,99,96,109,103,79,96
C=CCOC(=O)NC(CCC(=O)O)C(=O)O (stereo not drawn),94,93,114,129,104,105,105,104
Fc1cc(F)cc(NNC(=S)c2ccccc2)c1,87,22,52,67,29,62,71,55
CC(C)c1cc(-c2nc3ccccc3[nH]2)no1,105,101,101,100,96,98,122,110
C=C(C)[C@@H]1CCC[C@]2(C(=O)N3CCN(C)CC3)CC[C@]3(C)[C@@H](CC[C@@H]4[C@@]5(C)CC/C(=N\NC(=O)c6ccncc6)C(C)(C)[C@@H]5CC[C@]43C)[C@@H]12,105,87,104,104,100,84,78,84
CC[C@H](CC[C@@H](C)[C@H]1CC[C@H]2[C@@H]3CC=C4C[C@@H](O)CC[C@]4(C)[C@H]3CC[C@]12C)C(C)C,108,98&106,101&98,99&92,104&90,98&100,101&81,98&101
O=C1c2cccc3cccc(c23)C(=O)N1Nc1nc(N2CCOCC2)nc(N2CCN(c3ccccc3)CC2)n1,78,43,21,50,59,46,21,54
O=C1c2cc3c(cc2-c2c1c1cc(F)c(F)cc1c(=O)n2CCCn1ccnc1)OCO3,14,9.4*,-12*,-20*,.,16,24,13
CC(=O)C1C=CC(C)(C(=O)O)C2C=C(C)C(=O)C(C)(O)C12 (stereo not drawn),97,.,107,108,116,109,97,114
O=S(=O)(Nc1ccc(Cl)nn1)c1ccc(NC(=S)Nc2ccc(Cl)c(Cl)c2)cc1,107,101,103,100,107,100,100,104
CSc1nc2sc(C(N)=O)c(C)c2c(=O)n1Cc1ccccc1,113,.,108,104,107,104,.,101
CC(=O)NC(C)NC(C)=O,108,91,.,104,105,119,89,110
CCOC(=O)C1=C(C(=O)c2ccc(C)cc2)C(c2cccc(O)c2)NC(=S)N1 (stereo not drawn),117,105,105,95,98,103,88,97
Cc1ccc(O)c(-n2nc3ccccc3n2)c1,102,105,107,98,99,110,100,96
Cc1nn(CC(=O)O)c2c1C(=O)CC(C)(C)C2,99,102,102,102,119,103,87,103
CCOC(=O)c1ccc2nc(C(F)(F)F)c(C(=O)c3cccs3)nc2c1,100,101,90,98,98,111,98,106
COc1ccc2[nH]cc(-c3nonc3-c3c[nH]c4ccc(OC)cc34)c2c1,101,65,74,88,87,96,77,74
COc1cccc(C(=O)NNc2nc(Cl)nc(N3CCN(C(c4ccccc4)c4ccccc4)CC3)n2)c1,64,34,96,91,100,77,89,99
